MOR-DOR ag: OPRM1-OPRD1 heterodimerization agonism. P35372+P41143. cells, luminescence. activation, % at 9.3 µM. 340,000 tested, 0.3% active. AID 504326; in the data active means activation above about 18%;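 further: 0% = vehicle-treated cells and 100% = reference agonist; values of inactives mirror those of a sister screen read the other way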
Tat export inh: inhibitors of E. coli Tat protein transport; inhibition, % at 10 µM; E. coli MC4100 TorA-mCherry Tat export, fluorescence; AID 488895; 340,000 tested, 0.036% active;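 active means mean replicate inhibition at least 50% and at least half of replicates individually reaching 50%; inconclusive means only one of the two criteria met; inactive means neither criterion met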;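 further: exported cargo escapes ClpAP degradation while cytoplasmic cargo is degraded and loses fluorescence; 0% = median of neutral control wells and 100% = median of NaSCN control wells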
MOR-DOR inv ag: mu-delta opioid heterodimer inverse agonism. P35372+P41143. cell-based MOR-DOR heterodimer luminescence. inhibition, % at 9.3 µM. 340,000 tested, 0.21% active; in the data active means inhibition above about 22%, passing the limit was not always enough;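 further: 0% = cells with DMSO and 100% = wells without cells with DMSO; values of inactives mirror those of a sister screen read the other way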
phage Ecoli inh: E. coli growth loss with phage present | growth absorbance | inhibition, % at 11.9 µM | 360,000 tested, 0.26% active; in the data active means inhibition above about 11%
AddAB inh: less growth of phage-infected E. coli with AddAB; 330,000 tested, 0.29% active; E. coli expressing H. pylori AddAB, absorbance growth; inhibition, % at 11.9 µM; AID 435030; in the data active means inhibition above about 12%;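 further: 0% = vehicle wells of infected cells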
Pemphigus Ab inh: inhibitors of pemphigus antibody binding to human desmoglein-3. binding (percent of control), % at 10 µM. 310,000 tested, 0.48% active. P32926. DSG3-coupled beads, scFv-anti-DSG3-GFP binding, flow cytometry; hits give low values;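 active means binding more than 3 SD below its plate's average and above zero; inconclusive means below that plate limit but binding exactly zero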;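 further: hits lower antibody fragment binding to DSG3; some compounds called inactive have numbers as strong as hits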
Target sequence (P32926 whole entry, looked up, the tested form may be a part): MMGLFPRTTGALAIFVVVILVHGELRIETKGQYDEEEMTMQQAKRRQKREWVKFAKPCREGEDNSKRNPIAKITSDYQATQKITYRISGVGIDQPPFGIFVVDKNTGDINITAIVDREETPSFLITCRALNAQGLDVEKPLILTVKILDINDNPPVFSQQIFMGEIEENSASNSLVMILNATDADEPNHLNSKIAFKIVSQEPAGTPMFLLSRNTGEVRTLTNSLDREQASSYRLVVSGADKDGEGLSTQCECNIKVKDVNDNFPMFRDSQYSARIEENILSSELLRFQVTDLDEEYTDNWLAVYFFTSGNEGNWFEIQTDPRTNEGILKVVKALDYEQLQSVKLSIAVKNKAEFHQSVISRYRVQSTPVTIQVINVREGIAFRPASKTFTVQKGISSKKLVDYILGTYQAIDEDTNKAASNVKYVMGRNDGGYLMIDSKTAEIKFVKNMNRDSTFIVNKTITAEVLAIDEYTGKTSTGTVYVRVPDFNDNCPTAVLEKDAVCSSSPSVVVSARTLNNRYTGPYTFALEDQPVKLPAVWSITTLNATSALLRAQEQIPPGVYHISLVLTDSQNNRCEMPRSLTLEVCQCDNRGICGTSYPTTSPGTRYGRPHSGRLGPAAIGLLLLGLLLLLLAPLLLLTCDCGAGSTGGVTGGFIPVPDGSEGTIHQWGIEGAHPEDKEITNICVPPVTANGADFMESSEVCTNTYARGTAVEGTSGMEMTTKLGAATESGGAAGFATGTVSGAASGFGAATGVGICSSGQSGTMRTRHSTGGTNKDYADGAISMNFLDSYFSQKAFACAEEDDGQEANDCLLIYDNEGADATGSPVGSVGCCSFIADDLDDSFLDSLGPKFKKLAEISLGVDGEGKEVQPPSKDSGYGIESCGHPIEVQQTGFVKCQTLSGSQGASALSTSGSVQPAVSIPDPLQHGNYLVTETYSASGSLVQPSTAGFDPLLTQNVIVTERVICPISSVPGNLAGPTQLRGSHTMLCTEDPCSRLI
PKA-R1A act: activators of PKA-R1A complex; P00514+P68181; PKA-R1A dissociation, Cy5-IP20 fluorescence polarization; scaled: DMSO 0%, 113 µM cGMP 100%; activation, % at 11.4 µM; 340,000 tested, 0.083% active; AID 504707;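 active means percent activation above the mean of all tested compounds plus 3 SD, cut at about 19% in these data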;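 further: higher means more PKAc released from R1A so a rise in polarization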
PfHsp90 yeast 2: reduces growth (ATP signal) of yeast expressing P. falciparum Hsp90. S. cerevisiae expressing PfHsp90, BacTiter-Glo ATP, 48 h; yeast lacking PDR1 and PDR3 efflux regulators. inhibition, % at 9.4 µM. 310,000 tested, 0.32% active. AID 504621;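 active means every replicate shows inhibition above about 80%, whatever the replicate mean, limit read from the data; inconclusive means mean inhibition reaches the set limit but some replicate falls short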;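 further: 0% = DMSO neutral controls and 100% = 20 µM radicicol positive controls; yeast relying on Plasmodium falciparum Hsp90 in place of its own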
Ecoli viability: reduces bacterial viability in AddAB counter-screen. 330,000 tested, 0.27% active. AID 449728. E. coli V3065 growth, OD600 absorbance, 18 h. inhibition, % at 11.9 µM;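 active means inhibition above the campaign's mean inhibition across all tested compounds plus 3 SD, cut at about 9.9% in these data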;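 further: uninfected addAB+ strain grown without phage in ampicillin broth; 0% = DMSO wells and 100% = ciprofloxacin 0.95 µg/ml wells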
Arr AP2 block: inhibitors of human beta-arrestin and AP2 interaction. FITC-arrestin peptide / GST-AP2 beads, flow cytometry; AP2 beta2 appendage carries R879A mutation. inhibition, % at 10 µM. 340,000 tested, 0.31% active. AID 504490;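 active means inhibition above a set limit, near 3 SD of compounds lacking own fluorescence, cut at about 54% in these data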;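 further: plate controls were DMSO wells for no effect and 5 µM unlabelled arrestin peptide for full effect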
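Test system: GST-tagged AP2 beta2-adaptin appendage (R879A) on 4 µm glutathione beads; also added: fluorescein-tagged arrestin peptide at 50 nM final; timing: 12 min plus 1 h, RT; signal: flow cytometry, FL1 (488/535 nm); read-out: percent drop in bead-associated FITC signal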
SUMO Mot1 rescue: SUMOylation pathway inhibition by Mot1-301 growth rescue; S. cerevisiae Mot1-301 growth rescue, ATP luminescence, 38.5C; percent above DMSO median, 100 means doubled; growth rescue, % at 18.8 µM; 320,000 tested, 1% active; AID 2716;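 active means every valid replicate shows activation above 250% relative to neutral control wells; inactive means the rest, any valid replicate at or below 250%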;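 further: OY570 slx delta 5 strain wells were the positive control but not used for scaling; some compounds called inactive have numbers as strong as hits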
* hit, by the source's call; ? = inconclusive; . = not tested or not shown. Hits appear at their usual frequency; overall some 2.8% were active at least once.

Value order – MOR-DOR ag, Tat export inh, MOR-DOR inv ag, phage Ecoli inh, AddAB inh, Pemphigus Ab inh, PKA-R1A act, PfHsp90 yeast 2, Ecoli viability, Arr AP2 block, SUMO Mot1 rescue
COC(=O)c1ccc2c(=O)n(CC3CCCO3)c(SCC(=O)Nc3ccc(OC)cc3OC)nc2c1 (centres undefined)
    -2.8, 1, 14, 0.6, 0.2, 90, 4, 7, 0.8, -5, -14
c1ccc(Cc2nnc3sc(-c4cccs4)nn23)cc1
    -2.4, 6, 13, 1.7, 0.3, 101, -7, ., -0.3, 12, 7
CCOC(=O)c1cn(CC(=O)Nc2cccc(Cl)c2C)nn1
    -1.1, -9, 6, -1.6, 2.1, 97, 3, ., -0.7, 4, -25
CC12CCCC(C(C#N)C(N)=O)(C1)NC(=O)C2C#N (centres undefined)
    -3.4, 3, 17, 1.9, ., 90, -3, -8, ., 11, .
Cc1noc(C)c1S(=O)(=O)N(CC(=O)NC(C)c1ccccc1)c1ccc(C(C)C)cc1 (centres undefined)
    3.7, 4, -18, 1.1, -0.3, 102, -3, 1, -0.2, -11, -28
COc1cccc(/C=N/n2cnc3cc(C)c(C)cc32)c1OC
    1.5, -8, -8, -1.3, -3.2, ., -9, -6, -0.7, 1, -9
C[C@H](O)[C@@H]1C(=O)N2CCc3ccc(-c4cccc(F)c4)cc3[C@@H]2C[C@@H]1N(C)C(=O)Nc1ccccc1
    ., 0, ., 3.1, ., 108, -3, -45, ., 30, .
O=C(C1=C[C@@H](c2ccc(C(F)(F)F)cc2)C[C@@H](OCc2ccc(CO)cc2)O1)N1CCOCC1
    -1.2, -5, 7, 2.4, 0.7, 99, -5, 15, -3.1, -2, -17
Cc1ccc(S(=O)(=O)N2CCN(C(=O)c3cc(S(=O)(=O)N(C)C)ccc3N3CCCC3)CC2)c(C)c1
    1.9, 7, -13, 1.3, ., 106, -5, ., ., -5, .
CCOc1ccc(N=C2NN=C(c3cc(C)n(CC4CCCO4)c3C)CS2)cc1 (centres undefined)
    -2.5, 0, 13, 0.1, -1.0, 96, -11, -3, -2.4, 43, -7
O=C(Nc1nnc(S(=O)(=O)N2CCOCC2)s1)c1ccccc1F
    -1.0, -6, 5, 0.6, 4.5, 94, 1, 6, 1.0, -10, -4
O=S(=O)(Nc1cccc2c1CCCC2)c1ccc(Cl)cc1
    9.7, 2, -55, 5.1, 2.8, 102, -4, 15, 4.3, 2, 130
O=C(CCNC(=O)C1CCN(S(=O)(=O)c2ccc(F)cc2)CC1)NCc1cccnc1
    -2.1, -4, 11, 0.6, 3.0, 91, -6, 13, 0.7, -10, 9
O=C(CSc1nnc(-c2ccncc2)o1)NC1C2CC3CC(C2)CC1C3 (centres undefined)
    -1.8, 12, 10, 3.1, 0.4, ., 1, -22, 0.8, -12, -16
CCOCCn1c(CN2CCCCC2C)nc2c1c(=O)n(C)c(=O)n2C (centres undefined)
    -3.0, -9, 17, 1.9, -2.0, 89, 6, 15, -0.1, 21, 7
CCc1ccc(OCCOC(=O)Nc2ccccc2)cc1
    3.3, 3, -16, 3.2, 3.0, 133, 0, -10, 2.8, 3, 77
CCCCCCCC(=O)N/N=C(\C)c1cccnc1
    -1.8, 5, 11, 2.8, 2.6, ., -4, 8, -2.2, 3, -18
CC1CCCCC1NC(=O)COC(=O)/C=C/c1ccc2c(c1)OCO2 (centres undefined)
    -2.7, -5, 14, 3.7, -0.3, 114, 0, 11, 0.6, 7, 3
CCOc1ccc2nc(Cl)c(/C=C/C(=O)c3ccco3)cc2c1
    1.9, 12, -11, 2.9, 3.3, ., 3, ., 0.2, -4, .
COC(=O)c1ccc(NC(=O)COC(=O)c2nc3nccc(C)n3n2)cc1
    ., 4, ., 4.6, 1.2, ., ., 8, -1.7, 18, 5
CC1Cc2ccccc2N1S(=O)(=O)c1cccc(C(=O)OCC(=O)NCc2ccco2)c1 (centres undefined)
    -2.5, 12, 13, 3.1, 2.8, 99, -1, -6, -0.6, -6, -20
COc1ccc(C/C(N)=N/O)cc1
    -1.9, 4, 10, -0.1, 2.1, 102, -2, -3, -0.7, -19, -3
COc1ccc(N(CC(=O)NCc2ccc3c(c2)OCO3)C(=O)CCC(=O)Nc2ccccn2)cc1
    -1.2, 1, 9, 3.7, 6.4, 94, -5, -5, 2.0, 0, 4
Cn1cc(C(CO)Cc2ccccc2)c2ccccc21 (centres undefined)
    -1.3, -5, 7, 2.7, 3.3, 101, 0, -11, 2.7, 0, -2
CC(OC(=O)Cn1[nH]c(=O)c2ccccc2c1=O)C(=O)c1ccccc1 (centres undefined)
    -4.4, -9, 18, 2.0, 1.7, 111, -18, -2, -0.8, 5, -7
Cc1cc(F)ccc1S(=O)(=O)Nc1ccccc1C(=O)Nc1ncn[nH]1
    -0.4, 13, 2, 2.6, -0.8, 107, -12, 4, 0.6, 2, -5
Cc1ccccc1CN1C2=NCCN2c2ccccc21
    -1.9, 0, 10, 4.0, -0.5, 107, 6, -4, 0.2, 12, 25
CC(C)C[C@H](NC(=O)[C@H]1N2C(=O)c3ccccc3C2SC1(C)C)C(=O)N[C@@H](Cc1ccccc1)C(=O)O (some centres undefined)
    -1.7, 5, 9, 3.1, 3.2, 103, -7, -13, -2.0, 0, 229
OCCNc1nc(-c2cccnc2)nc2ccccc12
    -0.2, -4, 1, 0.2, 3.5, 97, -4, -31, 1.2, -4, -15
O=c1cc(-c2ccccc2)cc(-c2ccccc2)n1CCCO
    -2.1, -6, 11, 1.8, 0.9, 101, -7, -3, -0.8, -2, -9
CC(Cc1ccccn1)NC(=O)CCc1nnc(C2CCCCC2)o1 (centres undefined)
    -1.3, -14, 7, 3.7, 1.8, 92, 0, -119, -0.5, 4, 9
COC(=O)C12CC3CC(C1)CC(n1cnc(Cl)n1)(C3)C2
    -2.3, 4, 14, -0.9, 0.5, 93, -7, 2, -1.6, -3, 4
CCN(CC)S(=O)(=O)c1cccc(-c2nnc(SCC(=O)NC3CCCCCC3)n2N)c1
    -4.0, -2, 18, 2.0, -0.3, 102, -7, ., -1.4, 1, 0
O=C(CSc1nnc(Cc2cccs2)n1Cc1ccco1)Nc1cccc(Cl)c1
    2.0, 7, -9, 2.7, 2.3, 105, 7, ., -2.1, -4, 9
Cc1c(C)c2ccc(OCC(=O)Nc3ccccn3)c(C)c2oc1=O
    -1.6, 0, 8, 1.3, 0.2, 111, -12, 25, -2.2, -6, -39
COC(=O)c1sc(NC(=O)COc2cccc3ccccc23)nc1C
    6.2, -1, -39, 1.9, 0.3, ., 8, 1, 0.7, -3, 19
Cc1c(O)nc(SCC(=O)Nc2cccc(C(F)(F)F)c2)n(-c2ccccc2)c1=O
    -4.6, -4, 15, -2.1, ., 109, 1, 23, ., 6, -11
COc1ccc(C(CNC(=O)C(C)(C)Oc2ccc(Cl)cc2)N2CCCC2)cc1 (centres undefined)
    -0.8, 11, 3, 0.1, 0.9, 103, -5, ., 0.0, 0, -6
O=C(O)CCc1nn2c3ccccc3n(CCN3CCCCC3)c2nc1=O
    ., 2, ., 2.4, -1.0, 101, -2, 3, -0.2, 43, .
COc1ccc(C(=O)/C=C/c2ccc(C)cc2)c(OC(=O)c2ccc([N+](=O)[O-])cc2)c1
    -2.1, -4, 10, 0.5, -1.0, 98, 1, 11, -1.7, -11, -2
CCc1ccc(NS(=O)(=O)c2ccc3[nH]cc(C(=O)N4CCCCC4)c(=O)c3c2)cc1
    -1.6, ?, 8, 2.1, 0.4, 103, -8, 20, -0.9, 18, -15
CCOC(=O)c1cnc2c(C(F)(F)F)cccc2c1N1CCN(C)CC1
    -3.0, -5, 17, 1.7, -1.0, 87, -2, 0, 1.7, 6, -4
Cc1ccccc1NC(=O)CC1SC(=Nc2ccc(O)cc2)NC1=O (centres undefined)
    -0.7, -3, 4, 2.1, 2.8, 105, -3, -13, 1.2, -15, -17
Cc1cc(C(C)(C)C)cc(S(=O)(=O)Nc2ccc(O)c(C(=O)O)c2)c1C
    -2.3, 0, 12, 1.2, 0.1, 93, 0, ., 1.5, 5, 11
CC(C)Cn1c(SCC(=O)NC2CCCc3ccccc32)nc(O)cc1=O (centres undefined)
    -0.4, 8, 2, 2.1, -0.8, 101, 1, 3, -4.5, -2, 425
CN1CC[C@]2(CCN3CCc4c(oc5ccccc45)[C@@H]3C2)N(C)C1=O
    ., 2, ., 3.2, 0.6, 125, 4, 24, 0.3, -4, 8
N#C/C(=C/C1=C(N2CCOCC2)C(=C/c2cccc([N+](=O)[O-])c2)/CC1)C(=O)Nc1ccccc1F
    -2.1, -14, 11, 2.9, ., 92, 1, ., ., 5, .
CCN(CC)S(=O)(=O)c1ccc(Cl)c(NC(=S)NC(=O)C2CCCC2)c1
    0.1, 5, -1, 2.0, 5.2, 102, -2, ., 1.9, 5, -10
COc1ccccc1N(CC(=O)Nc1cc(C)on1)S(=O)(=O)c1ccc(Cl)cc1
    7.1, -11, -38, 3.6, -1.2, 103, -4, -7, -0.8, 0, 1
O=C(NNC(=O)c1ccccc1[N+](=O)[O-])Nc1ccc(Cl)cc1
    -1.6, -5, 9, 1.7, 1.6, 101, -6, -7, 0.9, 5, -18
COc1ccc(NC(=O)N2CCCC(C(=O)NC(C)C)C2)cc1 (centres undefined)
    -2.7, -5, 14, 3.5, 3.0, 107, -10, -10, 1.6, 11, 21
CCC1CCCCN1C(=O)COC(=O)CSc1ccc(C(N)=O)cc1[N+](=O)[O-] (centres undefined)
    -0.1, -4, 0, 2.6, 0.8, 92, 0, 3, 0.9, 3, -13
COCCN(C(=O)COC(=O)COc1ccc2c(c1)CCC2)c1c(N)n(Cc2ccccc2)c(=O)[nH]c1=O
    -3.7, 8, 18, 3.8, 1.6, 99, -13, 18, 3.2, -10, 1
COC(=O)c1ccc2c(c1)NC(=O)CS2
    -1.3, 4, 7, 3.2, -1.3, 101, -1, 22, 2.0, -3, -16
O=C(NCC(c1cccnc1)N1CCN(c2ccccc2F)CC1)c1ccccc1 (centres undefined)
    -2.6, -8, 14, 3.6, -0.3, 89, 1, -1, -0.1, 1, -6
COc1cccc(CNC(=O)COc2cc3c(c4oc(=O)cc(C)c24)CCC(C)(C)O3)c1
    -3.6, 11, 18, 2.5, 0.8, ., 5, 3, -3.7, -3, -1
O=C1CN(c2ccccc2)C(=S)N1C(=O)c1ccccc1
    -3.0, 1, 17, -0.7, -3.1, 115, 1, -1, -3.2, -9, 251
CCCCc1nc2ccccc2c(=O)n1NC(=O)c1c(O)c2ccccc2n(C)c1=O
    -3.2, -1, 16, 2.5, 0.4, 85, -3, -17, -2.7, 17, 17
CN1CCC2(CC1)N=C(c1ccc(F)cc1)C(=S)N2C(=O)c1ccc(C(C)(C)C)cc1
    6.7, -3, -34, 2.6, -1.1, 100, -4, -15, 0.4, 1, 1
COc1cccc(C(=O)Nc2nnc(S(=O)(=O)N3CCCC3)s2)c1
    -2.9, 2, 14, 0.1, 3.5, 104, -1, 12, -3.0, 0, 0
